TAAR1 antagonist: human TAAR1 antagonism. Q96RJ0. CHO RD-HGA16 TAAR1, Fluo-8 calcium fluorescence, antagonist. inhibition, % at 3 µM. 1.5% of 360,000 active. AID 624466;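 active = inhibition above a per-plate cutoff, the mean inhibition of test compounds on that plate plus 3 SD, cut at about 49% in these data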;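 note: 0% = DMSO plus EC80 beta-PEA response and 100% = DMSO alone without agonist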
Target sequence (Q96RJ0 whole entry, looked up): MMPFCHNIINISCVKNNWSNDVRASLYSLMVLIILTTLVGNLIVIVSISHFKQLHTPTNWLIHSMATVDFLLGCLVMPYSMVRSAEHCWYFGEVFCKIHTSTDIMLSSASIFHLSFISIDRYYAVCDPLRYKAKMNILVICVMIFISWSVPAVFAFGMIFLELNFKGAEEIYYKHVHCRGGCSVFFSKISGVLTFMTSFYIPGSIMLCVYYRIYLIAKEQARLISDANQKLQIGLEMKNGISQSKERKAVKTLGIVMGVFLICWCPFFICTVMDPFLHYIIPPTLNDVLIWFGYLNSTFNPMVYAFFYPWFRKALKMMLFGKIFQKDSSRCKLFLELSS
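Test system – hTAAR1-expressing CHO RD-HGA16 cells, Gα16-coupled · Also added – β-PEA at EC80 concentration, post-compound challenge · Compound – 3 µM, single point · Incubation – dye loading 75 min at 37 °C, then 30 min room temperature · Measured by – Fluo-8 intracellular calcium dye fluorescence, real-time kinetic reads · Benchmarks – vehicle and agonist controls · Replicates – singlicate, one well per test compound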
TAAR1 ag: agonists of human TAAR1; Q96RJ0; CHO RD-HGA16 TAAR1, Fluo-8 calcium fluorescence; vehicle wells 0%, saturating PEA agonist 100%; activation, % at 3 µM; 0.99% of 360,000 active;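 active = activation above the mean activation of all test compounds in the run plus 3 SD, cut at about 38% in these data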
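Test system: RD-HGA16 (CHO) cells co-expressing Gα16 and hTAAR1 | Doses: Single dose, 3 µM | Schedule: 17-24 h seeding, 75 min 37 °C dye, 30 min RT | Evaluation: % activation from peak over basal fluorescence ratio, DMSO-to-PEA scaled | Technique: Kinetic Fluo-8 calcium fluorescence | Benchmarks: Low control DMSO, high control PEA (EC100)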
OXTR potentiator: human OXTR potentiation. AID 2445. 0.061% of 320,000 active. activation, % at 3 µM. CHO-OTR cells, Fluo-8 calcium fluorescence, potentiator mode; 0% = oxytocin EC15, 100% = EC100. P30559;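 active = activation above that plate's cutoff, the mean activation of tested compounds plus 3 SD, cut at about 6.6% in these data, passing the limit was not always enough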;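 note: 100% uses oxytocin at 75 nM as the full agonist control; some results filed as inactive read as strong as hits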
Target sequence (P30559 whole entry, looked up): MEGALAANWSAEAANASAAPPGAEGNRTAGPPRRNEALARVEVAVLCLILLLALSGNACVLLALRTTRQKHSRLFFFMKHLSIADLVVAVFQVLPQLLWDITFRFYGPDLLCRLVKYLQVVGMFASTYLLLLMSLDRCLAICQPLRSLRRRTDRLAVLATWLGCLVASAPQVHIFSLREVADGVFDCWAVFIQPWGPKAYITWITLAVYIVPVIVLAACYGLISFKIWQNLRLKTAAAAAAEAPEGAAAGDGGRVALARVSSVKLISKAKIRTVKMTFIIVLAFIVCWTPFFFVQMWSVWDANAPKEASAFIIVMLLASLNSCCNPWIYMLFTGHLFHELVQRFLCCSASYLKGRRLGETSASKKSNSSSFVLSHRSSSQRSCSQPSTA
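System: human OTR in CHO cells / Also added: sub-maximal oxytocin, roughly EC15 / Control set: EC15 oxytocin low, 75 nM oxytocin high / Schedule: 6 min compound pre-incubation at room temperature, 100 s kinetic read / Compound: single-point 3.0 µM / Replication: singlicate / Technique: Fluo-8 calcium dye fluorescence / Read-out basis: % activation of max/min ratio relative to oxytocin controls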
V1R ag counter: activates human V1a receptor in oxytocin agonist counter-screen; activation, % at 3 µM; 0.25% of 320,000 active; CHO-V1R cells, Fluo-8 calcium fluorescence, agonist mode; 0% DMSO, 100% 3 nM vasopressin; AID 2797; P37288;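 active = activation above the mean activation of all tested compounds plus 3 SD, per screening run, cut at about 20% in these data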;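 note: signal is peak over basal fluorescence ratio across a 100 second FLIPR read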
CHRM1 antagonist: human CHRM1 antagonism; P11229; CHO-K1 hM1, Fluo-8 calcium fluorescence, ACh EC80 antagonist; inhibition, % at 3 µM; 1.3% of 360,000 active;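 active = percent inhibition above its own plate's cutoff, namely the mean of that plate's compound wells plus 3 SD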;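 note: peak over basal fluorescence ratio during 140 s after agonist addition; 0% = ACh EC80 plus DMSO and 100% = DMSO alone without agonist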
CHO parental Ca: counter-screen for OX1R antagonists: effect in parental CHO cells. 0.63% of 330,000 active. inhibition, % at 5.6 µM. parental CHO-K1, ATP-induced calcium, Fluo-8 fluorescence;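 active = inhibition above that plate's mean sample inhibition plus 3 SD, cut at about 26% in these data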;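 note: 0% = ATP-challenged DMSO wells and 100% = DMSO wells without ATP; some compounds past the cut are filed as inactive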
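Assay system – parental CHO cells · Reagent – ATP stimulus · Detection – intracellular calcium via Fluo-8 no-wash fluorescent dye · Evaluation – percent inhibition of ATP-evoked calcium rise, normalized to controls · Controls – ATP wells versus no-ATP DMSO wells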
OXTR agonist: agonists of human oxytocin receptor; P30559; CHO-OTR cells, Fluo-8 calcium fluorescence; normalized: DMSO 0%, oxytocin 100%; 0.32% of 320,000 active; activation, % at 3 µM; AID 2435;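 active = activation above the mean of all tested compounds plus 3 SD, cutoff set per screening run, cut at about 20% in these data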;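 note: peak over basal fluorescence ratio from a 100 s FLIPR kinetic read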
CHRM1 agonist: agonists of human M1 muscarinic receptor | P11229 | CHO-K1 hM1, Fluo-8 calcium fluorescence, agonist mode; 0% DMSO, 100% acetylcholine EC100 | activation, % at 3 µM | 0.33% of 360,000 active | AID 588814;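 active = activation above the run's mean compound activation plus 3 SD, cut at about 16% in these data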;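 note: peak over basal fluorescence ratio within a 140 s kinetic read after compound addition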
M1 PAM: human CHRM1 positive allosteric modulation; activation, % at 3 µM; CHO-K1 hM1, Fluo-8 calcium fluorescence, ACh EC20; 0% = ACh EC20, 100% = maximal ACh; 0.088% of 360,000 active; in the data active = activation above about 19%, passing the limit was not always enough
The depositor's hits bear a star; . = no result given.

Sample of the layout:
SMILES	TAAR1 antagonist	TAAR1 ag	OXTR potentiator	V1R ag counter	CHRM1 antagonist	CHO parental Ca	OXTR agonist	CHRM1 agonist	M1 PAM
CN(C)CCN1C(=O)C(=O)/C(=C(/O)c2ccc(OCc3ccccc3)cc2)C1c1ccncc1 (stereo not given)	-7.0	-0.9	.	.	-3.7	.	.	0.4	7.4
CC(C)CN(C)C(=O)CC1C(=O)NCCN1C (stereo not given)	.	.	-4.6	0.3	-9.0	0.5	-0.2	-4.0	6.0

This part in full, repeating the preview:
SMILES	TAAR1 antagonist	TAAR1 ag	OXTR potentiator	V1R ag counter	CHRM1 antagonist	CHO parental Ca	OXTR agonist	CHRM1 agonist	M1 PAM
CN(C)CCN1C(=O)C(=O)/C(=C(/O)c2ccc(OCc3ccccc3)cc2)C1c1ccncc1 (stereo not given)	-7.0	-0.9	.	.	-3.7	.	.	0.4	7.4
CC(C)CN(C)C(=O)CC1C(=O)NCCN1C (stereo not given)	.	.	-4.6	0.3	-9.0	0.5	-0.2	-4.0	6.0
COc1cc(C2c3cc4c(cc3OC(NNC(N)=O)C2C)OCO4)cc(OC)c1OC (stereo not given)	-28.2	3.0	.	.	-15.8	.	.	5.3	13.7
CC1(C)Cc2c(cnn2-c2cccc(F)c2)C(NC(=O)CSc2ccncc2)C1 (stereo not given)	-2.2	0.1	-3.6	0.4	-2.4	-14.0	-0.4	-5.6	-0.1
CCc1nc2ccc(C(=O)N3CCN(c4ccccc4)CC3)cn2c1N(C)CCCc1ccccc1	-14.0	1.7	.	.	16.3	.	.	-8.3	-12.9
C[C@@H]1C(=O)O[C@H]2CC34[C@H]5C[C@@H](C(C)(C)C)[C@]36[C@@H](OC(=O)[C@@H]6O)O[C@@]4(C(=O)O5)[C@]21O (stereo not given in full)	-9.0	1.4	-2.7	0.4	-15.5	-2.2	-0.1	-1.8	1.0
CN(C)/N=C/c1ccc(N2CCOCC2)cc1	-4.1	1.1	-3.4	-0.1	-9.7	11.0	-0.3	-2.1	4.3
OC1c2c(F)cccc2N=C2CCCCCN21 (stereo not given)	-15.8	-0.1	.	.	-11.7	.	.	-1.4	7.1
CCOc1cc2[nH]c(=S)n(CCCN3CCCC3=O)c(=O)c2cc1OCC	4.7	-1.4	-2.6	-0.2	-3.3	-9.1	-1.1	-2.7	8.2
CC(=O)NS(=O)(=O)c1ccc2sc(C)nc2c1	0.7	0.2	-13.7	1.3	6.7	-1.9	1.0	-0.8	-1.6
NNC(=O)CNC(c1ccccc1)c1cc(Br)ccc1NC(=O)c1cccc(Cl)c1 (stereo not given)	21.2	4.7	-4.2	0.8	-8.7	-45.3	-0.6	-7.0	5.5
CC(C)(O)CC[C@@H](O)[C@](C)(O)C1CC[C@@]2(O)C3=CC(=O)[C@]4(O)C[C@@H](O)[C@@H](O)C[C@]4(C)C3CC[C@]12C (stereo not given in full)	8.5	7.6	0.7	0.2	-17.0	-3.8	2.0	-2.0	6.2
CCC1(C)Cc2c(sc3nn[nH]c(=O)c23)CO1 (stereo not given)	.	.	-7.7	-0.4	-5.3	4.1	-0.7	-6.5	6.3
COCCN1C(=O)N[C@@H](c2cccc(C(F)(F)F)c2)[C@@H](C(=O)OC)[C@H]1C	2.3	3.7	-5.5	-0.6	0.5	-6.3	-2.1	-0.5	11.8
COC(=O)C1=C(C)N(c2ccc(F)c(Cl)c2)C(=O)C1	-7.7	0.8	-6.3	-0.6	-15.6	-24.3	-0.4	-2.3	8.0
O=C(CN(C(=O)CSc1nc2ccccc2o1)c1ccccc1)NC1CCCCC1	25.5	3.1	-2.8	0.2	-14.2	-14.1	-1.4	-3.9	-3.5
Cc1cc(-c2ccc(C)c(S(=O)(=O)NCCCN3CCN(c4ccccc4F)CC3)c2)on1	19.2	6.8	-14.7	8.7	34.8	61.4*	12.8	-0.6	-15.1
CCn1c(Cc2ccc(OC)cc2)nnc1SCC(=O)Nc1ccc(N2CCOCC2)cc1	-5.4	2.2	-7.3	0.1	-4.4	1.9	1.5	-4.3	4.0
Cc1cc(S(=O)(=O)N2CCCC2)c(C)s1	4.0	14.0	-0.4	-1.0	-7.7	-2.1	-0.6	-4.7	9.1
O=C1CCC([N+](=O)[O-])C(c2cccc([N+](=O)[O-])c2)N1 (stereo not given)	-10.6	9.1	-6.6	0.5	1.3	-4.5	0.4	-7.0	6.8

Single records, from the list above. Screens in order: TAAR1 antagonist | TAAR1 ag | OXTR potentiator | V1R ag counter | CHRM1 antagonist | CHO parental Ca | OXTR agonist | CHRM1 agonist | M1 PAM
CC1(C)Cc2c(cnn2-c2cccc(F)c2)C(NC(=O)CSc2ccncc2)C1 (stereo not given) as listed: -2.2 | 0.1 | -3.6 | 0.4 | -2.4 | -14.0 | -0.4 | -5.6 | -0.1
CCOc1cc2[nH]c(=S)n(CCCN3CCCC3=O)c(=O)c2cc1OCC as listed: 4.7 | -1.4 | -2.6 | -0.2 | -3.3 | -9.1 | -1.1 | -2.7 | 8.2
NNC(=O)CNC(c1ccccc1)c1cc(Br)ccc1NC(=O)c1cccc(Cl)c1 (stereo not given) as listed: 21.2 | 4.7 | -4.2 | 0.8 | -8.7 | -45.3 | -0.6 | -7.0 | 5.5
CCc1nc2ccc(C(=O)N3CCN(c4ccccc4)CC3)cn2c1N(C)CCCc1ccccc1 as listed: -14.0 | 1.7 | . | . | 16.3 | . | . | -8.3 | -12.9

Next results.
SMILES	TAAR1 antagonist	TAAR1 ag	OXTR potentiator	V1R ag counter	CHRM1 antagonist	CHO parental Ca	OXTR agonist	CHRM1 agonist	M1 PAM
Cc1cc(C)cc(N(CCC#N)C(=O)CSc2n[nH]c(N)n2)c1	-7.3	-0.2	-13.2	3.6	-18.2	11.9	0.1	1.4	9.2
O=C1N(Cc2cccc(Cl)c2)C[C@@H]2C[C@@H](c3ccccn3)N3CCC[C@@]123	-24.6	-0.7	-5.6	-0.4	-8.9	-14.6	0.0	-5.6	-3.8
COC(=O)C1CCN(C(=O)COC(=O)C2CCN(S(=O)(=O)c3ccc(C)c(C)c3)CC2)CC1	-20.1	0.6	-8.5	-1.6	-7.3	-7.2	-0.6	-4.8	3.9
CN1CCN(C(N)=NC(=O)c2ccccc2)CC1	-11.4	1.8	-7.7	0.3	-8.0	-7.2	-0.5	-12.7	8.5
S=c1[nH]c2cc(Br)cnc2[nH]1	3.7	0.7	-14.9	0.1	3.8	-0.8	-1.1	-2.5	-0.2
CCc1ccccc1NC(=O)C1C2C=CC(O2)C1C(=O)O (stereo not given)	-0.6	0.9	-11.9	-0.2	-10.5	11.8	-0.6	-0.2	8.2
O=C(CCC1CCCCC1=O)c1ccccc1 (stereo not given)	5.0	-1.1	-7.6	1.3	-6.5	-11.4	-2.1	-5.8	5.2
CSCCC(NC(=O)c1ccco1)C(=O)O (stereo not given)	-4.8	12.5	-1.8	1.7	-24.7	-0.8	1.1	-1.8	1.9
COC(=O)c1ccc(CSc2ccccc2C)o1	-4.1	3.0	-0.9	-1.0	-3.1	-2.3	-1.4	-9.3	1.9
C=CCn1c(O)c(C2=c3ccccc3=NC2=O)sc1=Nc1ccc(O)cc1	6.5	4.3	-9.1	0.4	-2.7	15.2	0.5	-2.0	5.4
Cc1nc(N2CCC(C)CC2)c2c(C)c(C(=O)Nc3ccc(C(F)(F)F)cc3)sc2n1	3.0	1.0	-13.2	0.8	-7.8	-6.3	0.2	-6.2	0.1
O=C(O)/C=C/C(=O)NCc1ccccn1	-18.2	7.1	-15.9	0.8	5.1	-13.3	-0.3	-7.5	-2.7
COc1cc(CC(=O)Oc2ccc3c(c2)OCO3)cc(OC)c1OC	0.5	8.6	-5.7	2.3	0.8	-10.0	2.0	-2.1	5.3
CN(C)/C(CN1CCCCC1)=C1\N=C(c2ccccc2)OC1=O	.	.	-3.0	0.5	-2.0	-3.5	0.3	-7.8	9.2
N#CCNC(=O)c1cccn1-c1ncc(C(F)(F)F)cc1Cl	10.2	3.0	-4.8	1.1	-6.0	-16.1	1.5	-5.9	11.6
COC(=O)c1ccc(NC(=O)c2ccc(NC(=O)c3ccco3)cc2)cc1	-14.2	1.7	-9.8	0.3	-9.0	-1.5	-0.2	-2.1	7.1
O=C(Cc1cccc2ccccc12)Nc1ccccc1	-13.2	-0.6	-5.6	-0.6	-3.1	3.0	-1.3	-3.6	-1.7
CCOc1ccccc1-c1noc(CCCC(=O)NC2CCCCC2)n1	0.2	3.0	-2.1	1.7	-3.9	-27.3	-0.6	-6.3	8.1
CC(C)CN(C(=O)c1ccco1)c1nc2ccccc2s1	-23.5	-1.0	-5.7	-0.6	-6.2	-11.1	-2.9	-4.1	1.6
COc1cccc(C2/C(=C(/O)c3ccccc3)C(=O)C(=O)N2Cc2ccco2)c1 (stereo not given)	-8.0	0.0	-8.8	0.3	-16.9	-7.2	-0.3	-2.2	8.9
CCc1nc2c(OCCOc3ccccc3)cccn2c1N(C)C(=O)c1ccc(OC)cc1	-29.6	1.0	.	.	-3.9	.	.	-10.1	-3.6
COc1ccc(Cn2c(C)nc3c(c2=O)c2nc4ccccc4nc2n3Cc2ccco2)cc1	-29.2	-0.8	.	.	-12.4	.	.	-2.7	4.1
CCOCCCNC(=O)c1c(N)n(-c2ccc(S(N)(=O)=O)cc2)c2nc3ccccc3nc12	4.7	10.4	-3.0	0.1	-6.0	-0.4	-0.4	-4.4	10.0
COc1cc(/C=C/C(=O)OCC(=O)NCC2CCCCC2)ccc1O	4.2	8.8	-6.6	1.0	9.6	-16.6	0.4	-4.0	-4.0
CN(Cc1ccccc1)S(=O)(=O)c1ccc2c(c1)NC(=O)CC(=O)N2	13.4	0.3	5.8	0.3	-4.8	-4.2	-0.3	-6.8	8.2
COC(=O)Oc1ccc(/C=N/NC(=O)CN(c2ccccc2Cl)S(C)(=O)=O)cc1OC	19.3	4.2	-19.9	3.5	-15.2	-14.7	0.6	-3.4	1.0
O=[N+]([O-])c1nn(-c2ccc3c(c2)OCCO3)n(O)c1=Nc1ccc(Cl)cc1	-7.0	4.0	0.9	-0.5	-2.3	-7.5	-0.1	-3.8	7.2
Cc1cc(C)c(OCCNC(=O)c2ccccc2Sc2ccccc2C#N)c(C)c1	13.1	1.1	-12.9	0.6	2.1	-10.6	-1.6	-8.1	1.1
N#CCc1c(C#N)c(N)nc(N2CCN(Cc3ccc4c(c3)OCO4)CC2)c1C#N	2.7	11.1	-2.8	1.8	8.7	8.3	2.0	-10.8	-8.7
C=CCNCC(=O)Nc1sc2c(c1C(=O)Nc1ccc(OC)cc1OC)CCC2	-29.8	-3.5	3.1	0.0	-7.5	-13.2	-1.6	-9.9	3.1

Source: PubChem
